SRC2 inh: inhibits human steroid receptor coactivator 2 | inhibition, % at 9 µM | 370,000 tested, 0.17% active | Q15596 | HEK293 GAL4-SRC2 luciferase reporter, luminescence;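 active means inhibition above the mean inhibition of all tested compounds plus 3 SD, set per campaign, cut at about 52% in these data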;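 further: 0% = DMSO treated cells and 100% = cells given Gossypol at 36 µM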
EBV LMP1 NFkB: inhibitors of Epstein-Barr LMP1-induced NF-kappaB reporter | inhibition, % at 12.5 µM | LMP1-induced NF-kappaB luciferase reporter cells, luminescence | 350,000 tested, 0.69% active | AID 504558; in the data active means inhibition above about 41%; inconclusive means no clear call, values can overlap the other calls;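 further: 0% = neutral control wells and 100% = reference inhibitor control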
TROY signal inh: inhibitors of TROY-dependent NF-kB signaling; Q293 LMP1-TROYcd NF-kB luciferase reporter, 4 h; inhibition, % at 10 µM; 360,000 tested, 0.98% active; AID 1347056;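 active means compounds whose plate-normalised and pattern-corrected inhibition of the luciferase reporter signal at the single screening dose is 50% or more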
NCOA1 inh: human NCOA1 inhibition; Q15788; HEK293 GAL4-SRC1 luciferase reporter, luminescence; inhibition, % at 3.6 µM; 360,000 tested, 0.12% active; AID 588354;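 active means inhibition above the campaign mean plus 3 SD, with each screening campaign given its own cutoff, cut at about 60% in these data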;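 further: 0% = DMSO treated cells and 100% = gossypol at 36 µM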
Vif imaging: HIV Vif inhibition. inhibition, % at 7.49 µM. 340,000 tested, 0.35% active. HEK293T cells, Vif self-association by quenched fluorescence, imaging, 24 h; in the data active means inhibition above about 50%, passing the limit was not always enough; inconclusive means no clear call, values can overlap the other calls; inactive means below about 31%; further: some results filed as inactive read as strong as hits
C8 TRAIL sens: sensitizes caspase-8 expressing cells to TRAIL; NB7+C8 cells + TRAIL, ATPlite viability luminescence; 360,000 tested, 1% active; inhibition (viability loss, TRAIL sensitization), % at 10 µM; AID 624354;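 active means compounds causing at least 50% loss of cell viability in the single-dose screen, relative to plate controls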
COUP-TFII inh: NR2F2 (human) inhibition, primary screen; inhibition, % at 8.6 µM; HEK293T NGFI-A luciferase reporter, luminescence; P24468; 370,000 tested, 0.7% active;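 active means inhibition above a per-plate cutoff, mean inhibition of test wells between control levels plus 3 SD, cut at about 38% in these data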;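 further: cells cotransfected with COUP-TFII expression vector driving the NGFI-A reporter; 0% = median of COUP-TF2 test wells and 100% = reporter-only cells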
NOD2-RIPK2 inh: NOD2-RIPK2 protein interaction inhibition; inhibition, % at 4.98 µM; 360,000 tested, 0.38% active; CHO BLA complementation NOD2-RIPK2, CCF4 ratio; O43353; in the data active means inhibition above about 21%;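 further: 0% = vehicle only and 100% = reference blocker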
LRH-1 inv ag: inverse agonists of human LRH-1 (NR5A2); HEK293T StAR-luciferase reporter, LRH-1 transfected, 24 h; inhibition, % at 3.6 µM; AID 602396; 360,000 tested, 0.13% active; O00482;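 active means inhibition above the mean inhibition of all tested compounds plus 3 SD, cut at about 73% in these data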;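 further: 0% = DMSO wells and 100% = reporter-only cells lacking LRH-1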
TLR9-MyD88 block: blocks human TLR9 binding to MyD88; Q9NR96+Q99836; CHO BLA complementation TLR9-MyD88, CCF4 FRET ratio; inhibition, % at 4.98 µM; 340,000 tested, 0.21% active; AID 504734;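 active means inhibition above the mean over all tested compounds plus 3 SD, cut at about 21% in these data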;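 further: 0% = DMSO only wells and 100% = clavulanate BLA inhibitor control wells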
Target sequence (Q99836 whole entry, looked up): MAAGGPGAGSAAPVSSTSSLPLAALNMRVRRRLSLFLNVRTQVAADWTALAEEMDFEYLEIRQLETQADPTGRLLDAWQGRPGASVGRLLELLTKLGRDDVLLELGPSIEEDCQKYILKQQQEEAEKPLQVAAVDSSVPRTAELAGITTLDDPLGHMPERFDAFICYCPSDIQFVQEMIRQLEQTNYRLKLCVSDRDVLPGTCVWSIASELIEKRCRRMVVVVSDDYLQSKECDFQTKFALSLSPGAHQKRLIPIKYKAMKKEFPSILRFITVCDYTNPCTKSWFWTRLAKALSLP
Target sequence (Q9NR96 whole entry, looked up): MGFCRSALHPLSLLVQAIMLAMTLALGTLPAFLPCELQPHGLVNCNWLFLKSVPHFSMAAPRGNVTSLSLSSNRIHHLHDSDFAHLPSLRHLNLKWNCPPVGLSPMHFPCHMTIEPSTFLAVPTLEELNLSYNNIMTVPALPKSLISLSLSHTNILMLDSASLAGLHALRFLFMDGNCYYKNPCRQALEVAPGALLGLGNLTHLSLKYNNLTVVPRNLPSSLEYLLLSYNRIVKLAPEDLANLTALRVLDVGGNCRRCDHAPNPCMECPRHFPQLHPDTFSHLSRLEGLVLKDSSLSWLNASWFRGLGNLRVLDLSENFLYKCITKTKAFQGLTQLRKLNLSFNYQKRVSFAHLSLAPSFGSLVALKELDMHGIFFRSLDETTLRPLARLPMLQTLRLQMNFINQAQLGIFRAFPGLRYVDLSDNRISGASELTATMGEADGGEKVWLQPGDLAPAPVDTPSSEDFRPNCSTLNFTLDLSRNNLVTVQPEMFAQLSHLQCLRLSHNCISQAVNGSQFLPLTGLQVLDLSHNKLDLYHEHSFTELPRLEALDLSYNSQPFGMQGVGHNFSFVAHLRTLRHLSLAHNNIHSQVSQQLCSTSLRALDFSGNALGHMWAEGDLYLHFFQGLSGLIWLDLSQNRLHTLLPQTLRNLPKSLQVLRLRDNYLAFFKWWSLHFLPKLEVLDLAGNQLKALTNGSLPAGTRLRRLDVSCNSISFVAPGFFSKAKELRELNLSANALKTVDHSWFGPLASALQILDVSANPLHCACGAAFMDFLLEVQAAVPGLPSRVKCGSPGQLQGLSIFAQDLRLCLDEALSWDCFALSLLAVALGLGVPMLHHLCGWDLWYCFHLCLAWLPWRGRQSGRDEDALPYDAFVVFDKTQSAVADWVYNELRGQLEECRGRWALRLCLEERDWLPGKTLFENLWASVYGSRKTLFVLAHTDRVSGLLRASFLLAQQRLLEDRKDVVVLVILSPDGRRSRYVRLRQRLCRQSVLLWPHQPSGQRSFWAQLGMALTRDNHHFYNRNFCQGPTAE
NCOA3 inh: inhibits human SRC3 coactivator; AID 588352; 360,000 tested, 0.17% active; Q9Y6Q9; inhibition, % at 3.6 µM; HEK293 GAL4-SRC3 luciferase reporter, luminescence;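 active means inhibition above a per-campaign cutoff, the mean of all compounds plus 3 SD, cut at about 60% in these data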;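 further: 0% = DMSO-treated cells and 100% = gossypol-treated cells at 36 µM; higher means less SRC3-driven luciferase light from the GAL4 reporter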
* = called active by the depositor; u = inconclusive; x = not tested or not shown.

1. COCCn1c(SCC(=O)c2ccc(CNC(C)=O)o2)nc2ccccc2c1=O
2. CCOC(=O)c1c(C)oc2c(F)c(F)c(F)c(F)c2c1=O
3. CCOC(=O)C1=C(C(F)(F)F)Nc2ncnn2C1c1ccc(OC)c(OC)c1OC (centres undefined)
4. O=C(NC(Cc1c[nH]c2ccccc12)C(=O)N/N=C/c1cccnc1)c1cccs1 (centres undefined)
5. NCCCC[C@@H](C(=O)N1CCNCC1)n1cc(CN)nn1
6. CN(C)S(=O)(=O)c1ccc(Cl)c(NC(=O)CSc2nc3ccccc3c(=O)n2CCCN2CCOCC2)c1
7. CCN(CC(=O)Nc1ccc(NC(C)=O)cc1)CC(=O)Nc1cccc(Cl)c1
8. CC(=O)Nc1ccccc1C(=O)C(=O)Nc1cccc(C(=O)NC2CC2)c1

assay / compound,1,2,3,4,5,6,7,8
SRC2 inh,-3,-23,-15,-24,-29,-1,13,-23
EBV LMP1 NFkB,8,8,-6,-2,-2,0,0,-6
TROY signal inh,12,3,3,-20,-23,10,-5,4
NCOA1 inh,6,-9,-12,-7,-5,0,7,-44
Vif imaging,x,-5,0,-7,-2,-3,8,-1
C8 TRAIL sens,15,94*,-2,47,6,-9,6,6
COUP-TFII inh,15,-5,-11,16,16,15,-10,-20
NOD2-RIPK2 inh,-1,0,-2,0,-4,1,-12,-7
LRH-1 inv ag,-3,24,6,13,18,-6,20,-64
TLR9-MyD88 block,-5,3,-11,-3,0,-3,-5,4
NCOA3 inh,9,20,12,-21,6,11,-2,-23

9. O=C1CC(c2cc(-c3ccccc3)no2)C1
10. CC1CCC(NC(=O)CN2CCCN(Cc3ccc(F)cc3Cl)C2=O)CC1 (centres undefined)
11. CCc1nn(CC(=O)NCCCN(CC)Cc2ccccc2)c(=O)c2cc3sccc3n12
12. COc1ccccc1C(=O)Nc1sc2c(c1C#N)CCC2
13. Cc1nc2ccccn2c1/C(O)=C1\C(=O)C(=O)N(CCN2CCOCC2)C1c1cccs1 (centres undefined)
14. COc1ccc(S(=O)(=O)NNC(=O)c2cccs2)cc1
15. Cc1c(OCC(=O)N2CCC(C(=O)O)CC2)ccc2c3c(c(=O)oc12)CCC3
16. COc1ccc(-n2sc3c(c2=S)-c2cc(OC)ccc2NC3(C)C)cc1

assay / compound,9,10,11,12,13,14,15,16
SRC2 inh,-24,0,-15,x,x,-15,-16,1
EBV LMP1 NFkB,2,11,-1,-32,5,6,2,-1
TROY signal inh,-62,2,-11,-37,-14,-19,-10,9
NCOA1 inh,-80,-9,6,-18,-4,-6,0,6
Vif imaging,-5,8,6,0,-2,-6,-1,3
C8 TRAIL sens,-7,-3,-7,-1,11,3,-11,3
COUP-TFII inh,-49,18,-12,x,x,-4,3,8
NOD2-RIPK2 inh,2,4,-6,-5,1,4,6,-4
LRH-1 inv ag,-70,5,1,18,1,3,4,-24
TLR9-MyD88 block,-3,-1,-2,-6,-8,-3,8,1
NCOA3 inh,-72,-14,2,-16,16,-21,-12,3

17. OC1CCC(Nc2ccn3nc(-c4cccc(Cl)c4)cc3n2)CC1 (centres undefined)
18. Cc1noc(C)c1C(=O)N1CCC(C(=O)c2ccc(F)cc2F)CC1
19. c1ccc2c(N3CCOCC3)c3c(nc2c1)CCC3
20. COc1cccc(OCc2cc(C(=O)N(C)C3CCOCC3)no2)c1
21. O=C(CN1c2cccc3cccc(c23)S1(=O)=O)Nc1ccccc1
22. O=C(Nc1ccc(Cl)cc1)c1ccc(S(=O)(=O)N2CCOCC2)cc1
23. COc1ccc2[nH]cc(CCNC(=O)Cc3ccc(Cl)cc3)c2c1
24. O=C(c1ccc(Cl)cc1)N1CCC(c2nc(-c3cccs3)no2)CC1

assay / compound,17,18,19,20,21,22,23,24
SRC2 inh,0,19,-7,-17,0,-16,-7,-12
EBV LMP1 NFkB,x,-1,3,3,-12,4,-1,0
TROY signal inh,-7,25,-9,-6,6,2,2,16
NCOA1 inh,-68,9,13,-5,-7,-6,-12,-6
Vif imaging,-5,7,-3,x,2,-1,-4,0
C8 TRAIL sens,19,-1,9,0,3,-13,-8,10
COUP-TFII inh,-34,1,-5,-5,14,11,18,4
NOD2-RIPK2 inh,-5,-11,-7,-9,1,-6,-13,5
LRH-1 inv ag,-104,9,-5,19,2,-5,-2,-3
TLR9-MyD88 block,x,6,-10,6,9,0,0,-4
NCOA3 inh,-62,16,-5,5,8,-6,8,-4

25. O=C(C(Cl)Cl)N1CCN(Cc2ccc3c(c2)OCO3)CC1
26. Cc1cc(=O)oc2cc(OCC(=O)Nc3nnc(CC(C)C)s3)ccc12
27. O=C(NN=C1CCCCCC1)c1cccnc1
28. O=C1CC(/C=C/c2ccccc2)(C(=O)NC2CCCC2)N1c1ccc(S(=O)(=O)N2CCCC2)cc1 (centres undefined)
29. O=C(NCc1ccc(Cl)cc1)c1ccc(OCC2CCCO2)cc1 (centres undefined)
30. CCn1c(=S)[nH]c2scc(-c3cccs3)c2c1=O
31. CC1CCN(CCNC(=O)C2CCCN(c3ncnc4c3nc3n4CCCCC3)C2)CC1 (centres undefined)
32. O=C(COC(=O)c1cc(Br)ccc1O)c1ccc(F)cc1

assay / compound,25,26,27,28,29,30,31,32
SRC2 inh,-3,-21,3,23,-1,-2,13,-22
EBV LMP1 NFkB,2,3,2,-8,-1,-4,-5,7
TROY signal inh,-1,12,16,4,-2,1,-1,-48
NCOA1 inh,-14,14,-17,5,-37,1,-21,-1
Vif imaging,-12,5,14,-6,0,-4,-2,-5
C8 TRAIL sens,-3,-2,-5,-2,-7,-1,-4,5
COUP-TFII inh,-1,8,-20,5,0,-4,-6,-12
NOD2-RIPK2 inh,-1,-4,-3,-11,-16,-11,-15,-9
LRH-1 inv ag,22,12,-28,-6,1,1,4,12
TLR9-MyD88 block,0,7,11,-3,-7,-5,-4,6
NCOA3 inh,-44,-6,-15,9,-8,6,4,-9

33. CC(C)(C#N)NC(=O)c1ccco1
34. COc1ccc(-n2c(C)cc(C(=O)NC3CCCCC3)c2C)cc1
35. CC1(C)Cc2c(c(N3CCOCC3)nc3sc(C(=O)Nc4ccc(Cl)cc4)c(N)c23)CO1
36. Cc1ccc(S(=O)(=O)CCc2nnc(NC(=O)c3ccco3)s2)cc1
37. O=c1nccc(NCc2ccco2)[nH]1
38. CCOc1cc(CN2CCN(C(=O)c3cccc4ccccc34)CC2)ccc1OC
39. Cc1cccc(NC(=O)CC23CC4CC(C2)CC(n2nnc(C)n2)(C4)C3)c1
40. C[C@H]1CN([C@@H](C)CO)C(=O)c2cc(-c3cccc(C#N)c3)cnc2O[C@H]1CN(C)C(=O)c1ccccn1

assay / compound,33,34,35,36,37,38,39,40
SRC2 inh,-6,-42,-2,x,15,18,-1,-20
EBV LMP1 NFkB,5,-69,-5,-7,3,21,4,-3
TROY signal inh,16,-43,-3,-17,-12,-8,8,-16
NCOA1 inh,1,-44,5,-14,-8,-8,3,-8
Vif imaging,4,-4,12,6,4,-2,-2,-4
C8 TRAIL sens,18,1,0,-3,-1,4,26,6
COUP-TFII inh,-4,-16,-14,x,21,16,25,-7
NOD2-RIPK2 inh,-2,-3,-6,5,1,-5,3,2
LRH-1 inv ag,6,-47,4,-6,-3,4,-5,6
TLR9-MyD88 block,0,0,6,4,-22,-7,-4,-1
NCOA3 inh,27,-66,4,1,-34,19,16,-17

41. O=C1CCC[C@@H]2Cc3nc4ccc(Cl)cc4cc3[C@@H]3CCN1[C@H]23
42. COc1cccc(/C=C(/C(=O)OCC(=O)NCC2CCCO2)c2ccccc2)c1 (centres undefined)
43. C[C@@H]1CN([C@H](C)CO)C(=O)CCCn2cc(nn2)CO[C@H]1CN(C)S(=O)(=O)c1ccccc1F
44. CC(C)[C@H](NC(=O)c1ccccc1)C(=O)OCC(=O)N1CCCc2ccccc21
45. O=C(CNC(=O)c1ccc([N+](=O)[O-])cc1)N/N=C/c1c[nH]c2ccccc12
46. Cc1oc(-c2cccc(Cl)c2)nc1CN1CCC(C(=O)N2CCN(c3ccccn3)CC2)CC1
47. Cc1ccsc1C(=O)OCC(=O)NCc1ccc(Cl)cc1
48. COC(=O)CCSc1nc(N2CCOCC2)c2c(c1C#N)CC(C)(C)OC2

assay / compound,41,42,43,44,45,46,47,48
SRC2 inh,-12,6,-4,-29,4,x,-17,10
EBV LMP1 NFkB,2,2,x,11,-2,4,1,-5
TROY signal inh,-20,-10,-4,16,9,31,-51,-15
NCOA1 inh,-23,-8,16,6,-33,10,-23,5
Vif imaging,-5,-4,u,-4,2,0,1,-4
C8 TRAIL sens,10,-4,-11,1,-13,21,9,7
COUP-TFII inh,-8,9,-5,5,26,x,-20,-6
NOD2-RIPK2 inh,-20,5,-4,-10,-9,-5,4,-12
LRH-1 inv ag,-3,7,-3,5,17,-4,-20,10
TLR9-MyD88 block,-6,-7,x,3,4,-18,-8,4
NCOA3 inh,21,10,12,14,-10,-3,3,-20

49. COc1ccc(OC)c(S(=O)(=O)N2CCC(C(=O)N3CCCC3)CC2)c1
50. COc1cc(C)ccc1S(=O)(=O)NC(=O)C1(C)CCN1C(=O)COc1ccc(Cl)cc1 (centres undefined)
51. NS(=O)(=O)c1ccc(CNC(=O)Cc2ccc(S(=O)(=O)N3CCOCC3)s2)cc1
52. Cc1ccc(C(=O)NCCC(=O)NCc2ccco2)cc1
53. COc1cc(C(=O)NC2CC2)cc(OC)c1OC

assay / compound,49,50,51,52,53
SRC2 inh,-3,-28,3,-13,18
EBV LMP1 NFkB,-6,x,3,3,x
TROY signal inh,2,-3,1,4,-11
NCOA1 inh,-4,10,-18,11,x
Vif imaging,2,18,12,-1,x
C8 TRAIL sens,-27,-2,3,-39,1
COUP-TFII inh,20,8,-14,17,-15
NOD2-RIPK2 inh,7,10,1,-11,-10
LRH-1 inv ag,0,10,-2,0,14
TLR9-MyD88 block,-4,x,2,-4,x
NCOA3 inh,1,-1,-17,-36,x

Not all compounds are listed. The share of hits here may be higher or lower than overall.
